tuberculosis growth = growth inhibition of non-replicating M. tuberculosis (AID 488890). one-dose inhibition, % at 25 µM; IC50 in µM for titrated hits. 0.39% of 320,000 active. Mycobacterium tuberculosis non-replicating, growth inhibition; higher % means a stronger effect; in the data active = a potency from the dose series; inconclusive = inhibition mostly from about 82% at the one dose, without a potency; inactive = the rest, 99 in 100 with inhibition below about 76%;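 also: plate controls were DMSO cells for no effect and high antibiotic wells for full effect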
M. tuberculosis HTS = M. tuberculosis growth inhibition, HTS (AID 449762); inhibition, % at 25 µM; hits with a dose series show IC50 in µM; M. tuberculosis H37Rv growth inhibition, 7H9 media; higher % means a stronger effect; 0.59% of 330,000 active; in the data active = a potency from the dose series; inconclusive = inhibition above about 70% without an active follow-up result;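 also: bacterial growth assessed after seven days of incubation; strong numbers were not always called active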
influenza NS1A = H1N1 influenza NS1A inhibitors, functional cell based assay (AID 504329); 0.3% of 340,000 active; NS1A functional cell-based assay, percent inhibition; higher % means a stronger effect; one-dose inhibition, % at 12.5 µM; IC50 in µM for titrated hits; in the data active = a potency from the dose series; inconclusive = inhibition above about 27% without an active follow-up result; also: strong numbers were not always called active
VEEV TC-83 Vero = inhibitors of VEEV TC-83 cytopathic effect, confirmation, Vero cells (AID 588727); Vero cells, VEEV TC-83 cytopathic effect inhibition; higher % means a stronger effect; inhibition, % at 20 µM; hits with a dose series show IC50 in µM; 0.13% of 350,000 active; in the data active = a potency from the dose series; inconclusive = inhibition mostly from about 14% at the one dose, without a potency; inactive = the rest, 99 in 100 with inhibition below about 12%; also: strong numbers were not always called active
Salmonella PhoP GFP = PhoP regulon inhibitors, Salmonella typhi PhoP promoter GFP reporter, confirmatory (AID 1850) | Salmonella Typhi PhoP-promoter GFP reporter, fluorescence, 4 h; higher % means a stronger effect | inhibition, % at 50 µM; hits with a dose series show IC50 in µM | 0.33% of 310,000 active; in the data active = a potency from the dose series; inconclusive = inhibition mostly from about 25% at the one dose, without a potency; inactive = the rest, 99 in 100 with inhibition below about 19%;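 also: 0% = induced wells with vehicle and 100% = uninduced wells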
VEEV TC-83 Vero 10K pilot screen = recorded beside VEEV TC-83 Vero, whose call it bears; inhibition, %; measured here: 10K pilot screen inhibition
Active calls of the source: *; i = inactive; ? = inconclusive; nt = not tested or not shown.

SMILES	tuberculosis growth	M. tuberculosis HTS	influenza NS1A	VEEV TC-83 Vero	Salmonella PhoP GFP	others
CCCCc1sc(-c2c(C#N)c(N)nc3c2CCCCC3)cc1[N+](=O)[O-]	3%	2%	1%	i	-15%
COC(=O)COc1cccc(NS(=O)(=O)c2cccc([N+](=O)[O-])c2)c1	6%	8%	0%	0.4%	-9%
CCCc1c(O)nc(SCC(=O)NCCc2ccc(OC)c(OC)c2)[nH]c1=O	-3%	-2%	6%	0.8%	14%
COc1ccc(C)cc1-n1nnnc1SCC(=O)NC1CC1	3%	-13%	3%	0.4%	nt
CSCCC(NC(=O)c1ccccc1Cl)C(=O)NNC(=O)c1csc(N2CCOCC2)n1 (configuration not stated)	-28%	-9%	1%	1.1%	-2%
COc1ccc(NC(=O)C2CCCCN2N)cc1OCC(C)C (configuration not stated)	10%	-6%	4%	2.3%	-1%
Cc1ccccc1NCc1ccc([N+](=O)[O-])s1	65%	-4%	-1%	i	-4%
CC(=O)Nc1nnc(SCC(=O)Nc2ccc(N3CCOCC3)c(Cl)c2)s1	7%	-1%	-8%	0.3%	11%
O=C1C2C3CCCC3=C3CCCC3C2C(=O)N1c1ccc(F)cc1 (configuration not stated)	-1%	-6%	-3%	1.1%	13%
Nc1c(Cl)cc2c(c1Oc1ccccc1)C(=O)c1ccccc1C2=O	4%	5%	6%	i	-18%
O=C(Nc1nnc(-c2ccccc2)o1)c1nc2ccccc2s1	nt	?	-6%	0.7%	7%
O=C1CN(C(=O)CSc2nc3c(cnn3-c3ccccc3)c(=O)[nH]2)c2ccccc2N1	-28%	0%	1%	3.9%	nt
O=C(NCc1ccc2c(c1)OCO2)c1ccc(Br)o1	71%	4%	-19%	0.7%	-1%
CN(CC(=O)Nc1ccc(F)c(F)c1F)C(=O)Cn1cnc2c1c(=O)n(C)c(=O)n2C	-18%	-8%	0%	0.5%	nt
COC(=O)C1=C(c2ccc(Cl)c(C(F)(F)F)c2)C[C@@H]2CC[C@H]1N2C(=O)NCc1ccc2c(c1)OCO2	16%	10%	-4%	3.5%	nt	VEEV TC-83 Vero 10K pilot screen=2.0
COc1ccc(C2=CC(=O)OC3(CCCCC3)O2)cc1	8%	42%	-11%	i	-3%
O=C1CSc2ccc(S(=O)(=O)NCc3ccc(F)cc3)cc2N1	46%	5%	-8%	i	-3%
C=CCN1C2CCCC1CC(NC(=O)Nc1cccc(C(C)=O)c1)C2 (configuration not stated)	-3%	-15%	4%	i	2%
CC(=O)Nc1ccc(C(=O)OCCC(C)C)cc1	24%	-27%	8%	i	-7%
CC(C)[C@H]1C(=O)O[C@@H]2CCN3CC=C(COC(=O)[C@](C)(O)[C@]1(C)O)[C@H]23	-12%	-4%	-12%	0.3%	-2%
O=C(COC(=O)c1ccc(Cl)nc1)Nc1cc(S(=O)(=O)N2CCCCC2)ccc1Cl	26%	-5%	1%	i	2%
O=C(c1cc(F)c(F)cc1Cl)N1CCN(S(=O)(=O)c2cccs2)CC1	nt	nt	-5%	5.8%	nt
Cc1c(Br)c(C(=O)NNC(=O)c2ccc(C(C)(C)C)cc2)nn1C	50%	-1%	-12%	1.0%	1%
CCOC(=O)C1=C(C)NC(C)=C(C(=O)OCC)C1C(=O)OCC(N)=O	-9%	0%	8%	1.9%	-1%
Cn1cnnc1SCC(=O)Nc1ccc(Cl)cc1	14%	9%	-14%	0.2%	-8%
SMILES	tuberculosis growth	M. tuberculosis HTS	influenza NS1A	VEEV TC-83 Vero	Salmonella PhoP GFP	others
CC(NC(=O)c1ccco1)c1cccc2ccccc12 (configuration not stated)	71%	-7%	-1%	0.5%	-6%	VEEV TC-83 Vero 10K pilot screen=0.3
c1ccc(Nc2nc(-c3ccccc3)nc3ccccc23)cc1	44%	29%	9%	4.3%	-4%
Cc1noc(C)c1S(=O)(=O)Nc1ccc(C(C)C)cc1	46%	?	-1%	10%	-1%
CC(C)Cc1nc(N2CCCCC2)c(C#N)c2c1CCC2	-2%	10%	-23%	0.2%	-3%
CC(=O)Nc1ccc(S(=O)(=O)Nc2cc([N+](=O)[O-])ccc2C)cc1	-4%	-5%	-2%	i	-8%
CCOC(=O)C1=C(COC(=O)CNS(=O)(=O)c2ccc(NC(C)=O)cc2)NC(=O)NC1C (configuration not stated)	nt	nt	3%	1.6%	nt
CCOC(=O)c1cc(-c2ccccc2)n(CC(=O)Nc2cc(OC)cc(OC)c2)c1C	11%	13%	-4%	i	-12%
Cc1cc(C(=O)Nc2ccccc2C)on1	nt	5%	5%	0.6%	-25%
C=CCn1c(N)cc(=O)nc1SCC(=O)Nc1cccc2ccccc12	10%	2%	0%	0.3%	6%
O=C(CSc1ccccc1)Nc1ccc(N2CCOCC2)cc1	66%	?	0%	i	12%
C(=C\c1ccccc1)/CSc1nnc(-c2cccnc2)n1Cc1ccco1	41%	-1%	0%	0.1%	0%
COc1ccc(CC(=O)N2CCOCC2)cc1OC	3%	9%	2%	1.2%	-7%	VEEV TC-83 Vero 10K pilot screen=1.1
O=C(Nc1ccc(F)cc1)c1ccc2[nH]c(=O)c(=O)[nH]c2c1	-9%	-3%	-9%	7.3%	-3%
O=C(Nc1ccc(NC(=O)c2ccncc2)cc1)c1ccncc1	-21%	-1%	nt	nt	3%
CCN=c1scc(-c2ccc(F)cc2)n1/N=C/c1ccccn1	57%	17%	24%	0.3%	-4%
COc1ccc(CCN2C(=NC(=O)CC(C)C)SC3CS(=O)(=O)CC32)cc1 (configuration not stated)	11%	-12%	-2%	1.6%	2%
COc1ccc(CCC(=O)N2CCN(S(=O)(=O)c3ccc(OC(F)(F)F)cc3)CC2)cc1	22%	14%	-7%	2.1%	nt
CN(CCNC(=O)C1CCN(c2ncnc3c2nc2n3CCCCC2)CC1)Cc1ccccc1	20%	7%	9%	i	5%
Cc1ccccc1N1CCN(C2CCCN(C(=O)c3cn4cccc(C)c4n3)C2)CC1 (configuration not stated)	nt	nt	-2%	12%	nt
CCCCC(O)(CCCC)C(=O)NNc1ccccc1	36%	?	-6%	i	-2%
O=C1Nc2ccccc2/C1=C/c1cccnc1	47%	12%	5%	1.5%	-3%
O=C(COC(=O)/C=C/c1ccccc1Cl)NCCc1ccc(Cl)cc1Cl	23%	-3%	-6%	i	6%
CCOC(=O)C1CCN(c2c(NCCN3CCN(c4ccccc4)CC3)c(=O)c2=O)CC1	nt	2%	4%	0.7%	8%
CC(=O)c1ccc(N2CCN(S(=O)(=O)c3ccc4c(c3)CC(=O)N4C)CC2)cc1	20%	0%	5%	2.6%	0%
CCOc1ccc(C(=O)Nc2ccc(Cl)cn2)cc1Cl	29%	52%	-2%	2.3%	-3%
SMILES	tuberculosis growth	M. tuberculosis HTS	influenza NS1A	VEEV TC-83 Vero	Salmonella PhoP GFP	others
CC1(C)CC(=O)C(Br)=C(O)C1	nt	nt	-10%	0.2%	nt
CC(=O)NC1C(OCc2ccccc2)OC(COC(C)=O)C(OC(C)=O)C1OC(C)=O (configuration not stated)	19%	0%	-9%	i	1%
Cc1ccc(C)c(-n2c(CNC(=O)c3ccco3)nnc2SCC(=O)Nc2nnc(C)s2)c1	-7%	-6%	3%	0.5%	-6%
CCOC(=O)Nc1ccc2c(COC(=O)CN(C)S(=O)(=O)c3ccc(C)cc3)cc(=O)oc2c1	4%	3%	8%	0.9%	5%
Cc1ccc(NC(=O)C2CCCN(S(=O)(=O)c3cnc[nH]3)C2)c(Br)c1 (configuration not stated)	nt	-2%	-6%	0.3%	-12%
CCN(CC)C(=O)CN1C(=O)c2cccc3cccc(c23)C1=O	3%	4%	-17%	0.7%	8%
CCC(C)NC(=O)Cn1c(-c2ccccc2)cc(C(C)=O)c1C (configuration not stated)	14%	8%	3%	1.1%	-4%
CC(NCc1nc2ccccc2n1C)C12CC3CC(CC(C3)C1)C2 (configuration not stated)	?	33%	-5%	1.3%	4%
CC(=O)N1CN2CN(C1)CN(C(C)=O)C2	1%	-3%	3%	0.4%	1%
CCNCCNc1ccc([N+](=O)[O-])c2cccnc12	79%	-5%	nt	0.8%	-1%
CC(C)Oc1ccc(C(=O)O)c(C(=O)O)c1	-9%	0%	-1%	1.3%	-7%
Cc1c(O)ccc(-c2[nH]ncc2-c2nc3ccccc3s2)c1O	3%	-3%	-5%	12%	-2%
O=C(COc1ncnc2ccc(Br)cc12)NCc1ccco1	-5%	8%	1%	1.0%	7%
CNC(=O)NC(=O)C(C)N1CCN(C/C=C/c2ccccc2)CC1 (configuration not stated)	-6%	0%	-4%	0.8%	-3%
CC(=O)CCc1ccccc1	7%	0%	-2%	0.9%	-1%
Cc1sc2ncnc(N3CCC(C(=O)N(C)CC(=O)Nc4ccc(Cl)c(C(F)(F)F)c4)CC3)c2c1C	27%	?	-6%	14%	6%
O=C1OC(Nc2nc(-c3ccc(F)cc3)cs2)c2ccccc21 (configuration not stated)	?	4%	19%	3.7%	-8%
CCOc1ccc(NC(=O)CSc2nncn2C)cc1	0%	8%	26%	0.2%	5%
O=C(N1CCN(c2cccc(Cl)c2)CC1)C1(c2cccs2)CCOCC1	14%	18%	11%	6.0%	-4%
CC1CCCCC1NCC(=O)Nc1ccccc1-c1ccccc1 (configuration not stated)	2%	-4%	3%	i	-1%
Clc1ccc(-c2nnc(-c3cccc4ccccc34)o2)cc1	nt	nt	-1%	3.6%	nt
NNC(=O)CCc1nc2ccc(O)cc2[nH]1	6%	2%	-14%	i	-3%
COc1ccc2oc(=O)c(C(C)=O)cc2c1	6%	7%	0%	0.6%	4%
Cc1nnc2n(Cc3ccccc3)c(=O)c3c4c(sc3n12)COC(C(C)C)C4 (configuration not stated)	8%	-2%	-16%	8.1%	2%
Cc1nc2ccc(NC(=O)c3ccc(Br)o3)cc2s1	?	?	1%	2.5%	2%
SMILES	tuberculosis growth	M. tuberculosis HTS	influenza NS1A	VEEV TC-83 Vero	Salmonella PhoP GFP	others
c1cn(CCCNC2CCCCCCC2)cn1	-7%	18%	-20%	0.6%	-9%
Cc1ccc(NC(=O)N2CCC(NC(=O)c3ccco3)CC2)cc1	-1%	4%	-1%	i	-3%
Cc1cccc(C)c1N(CC(=O)NCc1ccc(F)cc1)C(=O)c1csnn1	2%	3%	-7%	1.9%	4%
O=S(=O)(c1ccc(Br)cc1)N1CCN=C1SCc1cccnc1	-6%	5%	-8%	i	-6%
COc1ccccc1C(N)=S	-21%	-8%	-7%	i	-7%
Cc1cccc(NC(=O)C23CCC(C)(/C(=N/O)C2)C3(C)C)c1 (configuration not stated)	14%	4%	-2%	2.1%	-8%
Cn1c(=O)oc2cc(S(=O)(=O)NC3CCCCCCC3)ccc21	14%	4%	-9%	0.1%	-10%

Of the compounds above, these have an aryl thioether with sulfur outside any ring:
SMILES	tuberculosis growth	M. tuberculosis HTS	influenza NS1A	VEEV TC-83 Vero	Salmonella PhoP GFP	others
CCCc1c(O)nc(SCC(=O)NCCc2ccc(OC)c(OC)c2)[nH]c1=O	-3%	-2%	6%	0.8%	14%
COc1ccc(C)cc1-n1nnnc1SCC(=O)NC1CC1	3%	-13%	3%	0.4%	nt
CC(=O)Nc1nnc(SCC(=O)Nc2ccc(N3CCOCC3)c(Cl)c2)s1	7%	-1%	-8%	0.3%	11%
O=C1CN(C(=O)CSc2nc3c(cnn3-c3ccccc3)c(=O)[nH]2)c2ccccc2N1	-28%	0%	1%	3.9%	nt
Cn1cnnc1SCC(=O)Nc1ccc(Cl)cc1	14%	9%	-14%	0.2%	-8%
C=CCn1c(N)cc(=O)nc1SCC(=O)Nc1cccc2ccccc12	10%	2%	0%	0.3%	6%
O=C(CSc1ccccc1)Nc1ccc(N2CCOCC2)cc1	66%	?	0%	i	12%
C(=C\c1ccccc1)/CSc1nnc(-c2cccnc2)n1Cc1ccco1	41%	-1%	0%	0.1%	0%
Cc1ccc(C)c(-n2c(CNC(=O)c3ccco3)nnc2SCC(=O)Nc2nnc(C)s2)c1	-7%	-6%	3%	0.5%	-6%
CCOc1ccc(NC(=O)CSc2nncn2C)cc1	0%	8%	26%	0.2%	5%
